# Compound activity from PubChem BioAssay.
# APJ antag = blocks the human apelin receptor APJ; CHO-K1 APJ beta-arrestin complementation, luminescence; inhibition, % at 20 µM; hit rate 0.32% among 330,000; AID 2521;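 active = inhibition above about 40% at 20 µM, limit read from the data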;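 note: cells challenged with 10 nM apelin-13 agonist together with compound; plate controls were apelin-13 plus DMSO wells for no effect and DMSO wells lacking apelin-13 for full effect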
# tim23-1 inh = growth inhibitors of tim23-1 mutant yeast; S. cerevisiae tim23-1 growth, BacTiter-Glo luminescence, 24 h; inhibition, % at 20 µM; hit rate 1.3% among 330,000; AID 463212;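 active = growth inhibition of the mutant yeast at or above 50%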;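 note: temperature-sensitive mutant grown at 25 °C; plate controls were DMSO-treated mutant yeast for no effect and medium wells lacking yeast for full effect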
# EBI2 antag = antagonists of human EBI2 receptor; AID 651636; inhibition, % at 5 µM; hit rate 0.81% among 360,000; EBI2 beta-arrestin recruitment, luminescence, 7a,25-OHC stimulated; in the data active = inhibition above about 38%;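 note: enzyme fragment complementation signal reports receptor beta-arrestin coupling in cells; 0% = agonist plus DMSO wells and 100% = wells without agonist; some results beyond the cut were filed as inactive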
# Target sequence (P32249 whole entry, looked up, the tested form may be a part): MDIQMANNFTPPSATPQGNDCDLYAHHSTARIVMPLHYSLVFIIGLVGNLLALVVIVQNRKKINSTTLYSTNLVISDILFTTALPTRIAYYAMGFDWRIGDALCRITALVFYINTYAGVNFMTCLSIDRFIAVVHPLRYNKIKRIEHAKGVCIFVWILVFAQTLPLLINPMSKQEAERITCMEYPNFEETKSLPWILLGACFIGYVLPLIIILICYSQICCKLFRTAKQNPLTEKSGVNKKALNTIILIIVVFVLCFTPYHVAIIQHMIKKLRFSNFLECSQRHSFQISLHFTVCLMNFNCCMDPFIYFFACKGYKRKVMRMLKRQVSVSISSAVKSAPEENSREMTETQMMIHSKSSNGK
# UPR XBP1 act = activators of adaptive arm of unfolded protein response (XBP1). CHO-XBP1 luciferase reporter, IRE1-XBP1 UPR activation, luminescence; percent of tunicamycin response, DMSO as zero. activation, % at 20 µM. hit rate 0.33% among 330,000;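 active = versus positive control, 20 µM dose yields 30% or more activation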;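 note: 100% = tunicamycin at 10 µg/mL and 0% = DMSO only wells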
#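 assay system = CHO-XBP1 luciferase reporter cells | amount = 1000 cells/well | buffer or medium = F12 plus 10% FBS | compound dosing = single point, 20 µM final compound, 1% DMSO | incubation = 16-18 h cell attachment at 37 °C, then 6 h compound exposure | detection = Steady-Glo luminescence read | controls = tunicamycin 10 µg/mL and vehicle-only wells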
# CXCR6 inh = inhibitors of human CXCR6 receptor. O00574. CHO-K1 PathHunter CXCR6 beta-arrestin, luminescence. inhibition, % at 20 µM. hit rate 0.36% among 360,000. AID 602244; in the data active = inhibition above about 34%, passing the limit was not always enough;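 note: antagonist mode with CXCL16 agonist at 10 nM final; 0% = 10 nM CXCL16 with DMSO and 100% = unstimulated wells without agonist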
# Target sequence (O00574 whole entry, looked up): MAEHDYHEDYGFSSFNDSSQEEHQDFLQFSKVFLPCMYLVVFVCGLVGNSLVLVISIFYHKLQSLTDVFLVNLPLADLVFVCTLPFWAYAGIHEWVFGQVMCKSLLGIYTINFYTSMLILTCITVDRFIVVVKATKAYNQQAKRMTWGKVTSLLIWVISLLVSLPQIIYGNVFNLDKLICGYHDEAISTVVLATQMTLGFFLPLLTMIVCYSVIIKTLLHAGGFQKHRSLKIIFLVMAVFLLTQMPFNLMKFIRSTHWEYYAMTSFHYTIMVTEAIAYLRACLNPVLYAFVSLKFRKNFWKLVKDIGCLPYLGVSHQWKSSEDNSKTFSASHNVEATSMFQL
# CHOP UPR activ = activators of apoptotic arm of unfolded protein response (CHOP) | hit rate 0.34% among 330,000 | activation, % at 10 µM | CHO-CHOP luciferase reporter, UPR activation, luminescence; percent of tunicamycin response over DMSO baseline;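 active = at 10 µM dose, activation of 40% or more, normalized to positive control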;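 note: 100% = tunicamycin at 10 µg/mL and 0% = DMSO alone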
#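 Evaluation: % reporter activation, DMSO baseline versus tunicamycin full activation; System: CHO-CHOP luciferase reporter cell line; Input: 500 cells/well; Incubation: 6 h compound treatment, 37 °C; Measured by: Steady-Glo luciferase luminescence; Dosing: one dose, 10 µM in 0.5% DMSO; Buffer or medium: F12 medium, 10% FBS; Benchmarks: positive tunicamycin 10 µg/mL, negative DMSO alone.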
# Mdm2-MdmX inh = inhibitors of human Mdm2/MdmX interaction. hit rate 3% among 330,000. inhibition, % at 8 µM. O15151+Q00987. SaOS-2 split-luciferase Mdm2/MdmX complementation, luminescence;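 active = inhibition of at least 50% at 8 µM in the primary screen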
# APJ agonist = activates the human apelin receptor APJ; AID 2520; hit rate 0.11% among 330,000; P35414; CHO-K1 APJ PathHunter beta-arrestin, luminescence; 0% DMSO wells, 100% apelin; activation, % at 20 µM;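 active = activation more than six SD over the plate average, tested at 20 µM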;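 note: 0% = DMSO alone and 100% = apelin-13 at 10 nM; some results filed as inactive read as strong as hits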
#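 Assay system: CHO-K1 cells stably expressing ProLink-tagged human APJ and arrestin–beta-gal acceptor. Compound dosing: 20 µM single point, 1% DMSO. Times: 16-18 h seeding, 90 min dark compound exposure, 60 min detection. Detection: beta-gal luminescence. Evaluation: APJ–arrestin association signal. Controls: negative DMSO alone, positive Apelin-13 at 10 nM.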
# CCR6 antag = CCR6 (human) receptor antagonism | CHO-K1 CCR6 PathHunter beta-arrestin, luminescence, CCL20-stimulated | inhibition, % at 20 µM | AID 493098 | hit rate 0.49% among 340,000;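 active = compounds whose inhibition of the agonist-driven luminescence signal at 20 µM reaches about 50%, limit read from the data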;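 note: cells stimulated with CCL20 at 14 nM final; plate controls were DMSO with CCL20 for no effect and DMSO without agonist for full effect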
# Target sequence (P51684 whole entry, looked up): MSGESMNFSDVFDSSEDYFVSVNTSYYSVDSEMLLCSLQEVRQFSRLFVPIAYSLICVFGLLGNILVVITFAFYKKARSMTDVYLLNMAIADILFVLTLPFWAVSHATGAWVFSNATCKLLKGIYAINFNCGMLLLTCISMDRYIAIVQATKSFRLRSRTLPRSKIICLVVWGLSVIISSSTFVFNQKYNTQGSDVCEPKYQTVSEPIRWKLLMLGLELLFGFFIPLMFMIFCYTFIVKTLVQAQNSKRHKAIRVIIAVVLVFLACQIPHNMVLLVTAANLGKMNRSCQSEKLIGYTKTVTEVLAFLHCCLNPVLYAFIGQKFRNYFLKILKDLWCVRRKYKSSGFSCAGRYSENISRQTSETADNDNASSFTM
# Numbers without * were called inactive; / = not tested or not shown. Only part of the results is shown; count on the stated rates, not on these rows.
SMILES,APJ antag,tim23-1 inh,EBI2 antag,UPR XBP1 act,CXCR6 inh,CHOP UPR activ,Mdm2-MdmX inh,APJ agonist,CCR6 antag
COc1cccc(NC(=O)NCc2ccccn2)c1,15,5,-4,1,0,3.9,26,-5,-6
CCOc1ccc(N(CC(=O)NCc2ccco2)S(=O)(=O)c2ccc(OC)c(OC)c2)cc1,13,-9,9,0,-3,-2.4,-7,-1,21
COc1ccc(NC(=O)CSCC(=O)NCc2ccco2)cc1,5,12,0,-1,-1,1.4,7,-1,0
COc1ccc(C(=O)OCC(=O)NC(=O)NC(C)C)cc1OC,-31,2,-15,-1,2,-0.3,1,2,21
CCCCOC(=O)c1ccc(NC(=S)NC(=O)c2c(Br)c(C)nn2C)cc1,16,-9,-1,1,23,1.4,8,-4,40
CCCC1C(=O)N(Cc2ccccc2)C(=O)CC1C (stereo unspecified),-10,17,2,-1,2,0.5,0,-3,10
CCOC(=O)N1CCC(NCCNC(=O)c2cccs2)CC1,-8,13,-6,-2,11,-2.5,1,-6,-2
COc1cc(-c2nc3ccc4ccccc4c3c3c2CCC3)ccc1O,12,48,9,1,-5,2.9,4,1,-6
COc1ccc(Oc2nc(-c3ccccc3)ncc2S(=O)(=O)c2ccccc2)cc1,11,0,31,-2,-2,-1.2,36,-3,11
CCCn1nc(CC(=O)O)c2ccccc2c1=O,6,-5,1,1,-7,1.7,0,1,10
CC(=O)Nc1ccc(Oc2ccc(NC(C)=O)c(NC(C)=O)c2)cc1,-12,-7,-11,1,3,-1.7,-8,-2,-2
Cc1cc(NC(=O)c2ccccc2F)ncc1NC(=O)c1cccs1,-15,23,-13,-2,-9,3.2,8,-3,-10
Cc1ccc(CN(CC(=O)N/N=C/c2ccco2)S(=O)(=O)c2ccc(C)cc2)cc1,7,37,-8,-5,10,0.7,4,-2,3
O=C(COC(=O)c1ccc(N2CCCC2=O)cc1)c1ccccc1,3,-5,0,-2,1,6.3,-60,-1,1
O=C(CN1CCN(c2nc(-c3ccccc3)cs2)CC1)Nc1ccc2c(c1)OCO2,-8,4,-3,1,-3,1.0,-12,-2,-2
CCn1nnnc1NC(=O)c1ccc2ccccc2c1,-31,0,-10,3,4,0.2,-25,0,4
CCCCCCCC(=O)NNC(=O)c1c(O)c2ccccc2n(CCC)c1=O,-3,17,-12,-5,-5,-1.6,14,0,-9
CC(OC(=O)C1CC(=O)N(Cc2ccco2)C1)C(=O)Nc1ccc(F)cc1Cl (stereo unspecified),0,10,-7,-1,-2,-2.2,1,-5,-3
FC(F)(F)c1cccc(Cc2noc(CN3C[C@@H]4CCC[C@H]3C4)n2)c1,2,4,8,-5,-2,1.0,16,-4,5
Cc1csc(NC(=O)c2oc3ccccc3c2C)n1,9,21,1,-1,6,3.1,-111,-7,19

# Shown with values under each structure: entries from further up.
# Each structure is followed by: APJ antag	tim23-1 inh	EBI2 antag	UPR XBP1 act	CXCR6 inh	CHOP UPR activ	Mdm2-MdmX inh	APJ agonist	CCR6 antag
- CCCCOC(=O)c1ccc(NC(=S)NC(=O)c2c(Br)c(C)nn2C)cc1
  16	-9	-1	1	23	1.4	8	-4	40
- CCCC1C(=O)N(Cc2ccccc2)C(=O)CC1C (stereo unspecified)
  -10	17	2	-1	2	0.5	0	-3	10
- CCOC(=O)N1CCC(NCCNC(=O)c2cccs2)CC1
  -8	13	-6	-2	11	-2.5	1	-6	-2
- COc1cc(-c2nc3ccc4ccccc4c3c3c2CCC3)ccc1O
  12	48	9	1	-5	2.9	4	1	-6

# New compounds follow:
SMILES,APJ antag,tim23-1 inh,EBI2 antag,UPR XBP1 act,CXCR6 inh,CHOP UPR activ,Mdm2-MdmX inh,APJ agonist,CCR6 antag
O=C(N/N=C/c1ccco1)c1cc(-c2ccc(Cl)s2)[nH]n1,-23,-4,-9,-2,-13,1.8,2,1,7
C=C1C(C(=O)N2CCN(C)CC2)C1C(=O)N1CCN(C)CC1 (stereo unspecified),6,1,-2,3,-10,-2.6,-14,1,3
Cc1cccn2c(=O)c(C=Nc3ccc(Cl)cc3)c(NCCO)nc12,-3,14,-4,1,-5,0.0,-10,2,-2
CCN1C(=O)CS/C1=N\S(=O)(=O)c1ccccc1,2,16,-3,-2,3,-1.8,5,0,-2
CCCN(CCC)CCCNC(=O)c1cn(-c2ccc(OC)cc2)c(=O)c2ccccc12,7,1,5,-5,4,-0.5,10,-1,22
COc1ccc(NS(=O)(=O)c2cccc3ccccc23)cc1,4,29,7,-5,10,-0.6,20,1,14
CC(C)C[C@@H](CO)N1CCN(C)CCC1=O,-45,-1,-5,3,-1,1.2,11,2,1
Cc1ccccc1OCC(O)CN1CCN(C)CC1 (stereo unspecified),19,2,11,-1,-10,-1.6,13,2,8
CCC1(C(=O)c2ccccc2)C(c2ccc([N+](=O)[O-])cc2)C1(C(=O)OC)C(=O)OC (stereo unspecified),2,21,-1,0,-4,-1.0,2,-4,10
CCC(=O)N1c2ccc(S(=O)(=O)CCC(=O)NCCC3=CCCCC3)cc2CC1C (stereo unspecified),25,14,-2,-3,1,-2.0,13,-2,-1
CSc1ccccc1NC(=O)CN(C)C(=O)COc1cccc2cccnc12,4,-2,-8,13,18,48*,11,2,21
COc1ccc(-n2ccn(CC(=O)Nc3ccc(OC)cc3OC)c(=O)c2=O)cc1,7,-6,-9,-3,-2,0.2,23,0,7
O=c1[nH]snc1N1CCOCC1,7,7,5,-6,10,-0.6,-11,-3,13
O=C(CSc1nc(O)c(C2CCCCC2)c(=O)[nH]1)Nc1ccc(Cl)cc1,-20,2,-9,-3,0,-1.0,-10,-6,-4
Cc1ccc(C(=O)NCC(=O)OCC(=O)NC(C)C2CC3CCC2C3)cc1 (stereo unspecified),-8,21,-4,0,-4,0.5,-10,-3,16
CN(CC(=O)Nc1ccc2c(c1)OCO2)S(=O)(=O)c1ccc2c(c1)CCC(=O)N2,17,5,-3,0,5,0.0,1,-6,8
Nc1cccnc1Sc1ccccc1,17,-24,-8,5,-11,0.9,4,2,-1
CCC1(C)Cc2c(sc3nc(SC)nc(NCCN(C)C)c23)CO1 (stereo unspecified),-25,-44,9,3,10,-1.4,-1,-3,13
N#Cc1sc2nc(C3CC3)cc(-c3ccc(Cl)cc3)c2c1N,-5,40,17,2,8,-0.6,30,-2,26
CCCCCCCN1CCC(=O)N([C@H](CO)Cc2ccccc2)CC1,16,-3,1,3,0,1.3,0,-3,4
Cc1ccccc1OCCSc1nc(N(C)C)nc(N(C)C)n1,4,6,17,1,-7,-0.5,8,-2,15
Cc1ccccc1-n1nc2c(c1NC(=O)c1cc3ccccc3oc1=O)CS(=O)C2 (stereo unspecified),3,-1,-13,0,-6,0.2,24,0,-14
CC1CCN(S(=O)(=O)N2CCN(C(=O)c3ccc4c(c3)OCO4)CC2)CC1,13,11,-2,-8,0,0.6,3,-3,8
CCCS(=O)(=O)N1CCC(C(=O)NCCc2ccc(OC)c(OC)c2)CC1,10,3,-5,0,-1,-1.3,4,-3,-9
c1ccc(-c2nnc(-c3ccncc3)nc2-c2ccccc2)cc1,7,12,-3,3,-2,-0.1,13,-2,7
O=C(NCc1nnc(SCC(=O)N2CCCc3ccccc32)n1-c1ccccc1)c1cccc2ccccc12,11,7,7,-3,4,-0.8,6,-1,21
Cc1cc(NC(=O)CSCc2nc(-c3cccc(Cl)c3)oc2C)no1,-11,1,-2,-1,-2,0.3,16,-2,-7
CN(Cc1nccn1C)C(=O)c1cc(COc2cccc(C(F)(F)F)c2)on1,2,0,-8,1,-2,5.2,-15,-2,10
CC(C)(C)n1ncc2c(=O)n(Cc3cccc(Cl)c3)cnc21,-8,49,10,-5,-10,-1.0,-1,-1,14
Cc1ccc(NC(=O)Cn2cnc3c(oc4nc5c(cc43)COC(C)(C)C5)c2=O)cc1,-8,17,1,-1,-1,-0.7,1,0,11
CC12CC3CC(C1)CC(C(=O)NNC(=O)c1ccncc1)(C3)C2,-4,3,-7,4,-4,0.8,5,-3,5
CCCCn1c(N)c(N(CCOC)C(=O)CSc2ccccc2C)c(=O)[nH]c1=O,12,15,-1,-4,-2,0.8,27,6,5
O=C(C1=C(O)C(=O)N(CC2CCCO2)C1c1ccc(Cl)cc1Cl)c1ccco1 (stereo unspecified),-19,8,-2,-1,0,2.2,12,-4,-14
CCC(Sc1nc(C)cc(C)n1)C(=O)Nc1ccc(Cl)cn1 (stereo unspecified),-4,26,5,-1,16,-0.8,2,-2,7
CC1=NN(C(N)=S)C(=O)C1N=Nc1ccc(C)cc1C (stereo unspecified),31,-8,/,4,/,4.5,-117,-3,/
CCOC(=O)C1=C(N)OC2=C(C(=O)CCC2)C1c1ccco1 (stereo unspecified),16,17,-8,0,5,0.7,16,-4,-13
O=C(Nc1ccccn1)c1ccc2c(c1)S(=O)(=O)c1ccccc1C2=O,-90,8,-22,3,-17,2.2,-4,13,-22
Cn1ncc(C#N)c1/N=C/N(Cc1ccccc1)Cc1ccccc1,-12,-42,8,-2,19,-1.1,-31,1,14
COc1cc(S(=O)(=O)N2CCOCC2)cc(C(=O)OCC(=O)NCc2ccco2)c1OC,0,-9,0,0,-10,-0.2,7,-3,-2
O=S(=O)(c1ccccc1)N1CCN(CCc2ccccc2)CC1,-7,8,15,-4,4,-0.2,6,-1,5
O=c1c(-c2ccccc2)c(O)c2cccc3c2n1CCC3,-29,-33,-3,0,-10,2.8,-18,2,1
CCn1c(COc2cccc3ccccc23)nnc1SCC(N)=O,13,-2,4,-4,1,0.4,-20,1,16
O=C(c1noc2c1CCCC2)N1CCCCC1,21,11,1,0,-5,-0.5,-24,-1,-4
CCN1CCN(CCNC(=O)c2ccc(/C=C3\Sc4ccccc4N(Cc4ccccc4F)C3=O)cc2)CC1,13,41,2,7,-14,1.3,92*,2,9
COc1ccc(N2CCN(C(=O)c3ccccc3NC(=O)c3ccccc3)CC2)cc1,2,27,-7,-6,-4,0.0,-7,-1,6
NC(=O)C1CCN(C(=O)COc2ccc3c(c2)oc(=O)c2ccccc23)CC1,9,20,2,0,-4,-0.2,5,0,1
COc1ccc(CNC(=O)C(c2cccs2)N(Cc2ccco2)C(=O)Cc2cccs2)cc1 (stereo unspecified),-9,25,3,-1,5,0.2,15,-1,9
COc1ccc(C(=O)OCC(=O)Nc2sccc2C(N)=O)cc1[N+](=O)[O-],0,-16,-12,-1,-4,2.8,22,-1,1
CCCCN(C(=O)CCCc1nc2ccccc2s1)c1c(N)n(CCCC)c(=O)[nH]c1=O,7,-1,13,-8,-8,0.4,24,1,6
Cc1ccc(C(C)NC(=O)c2cccs2)cc1C (stereo unspecified),5,3,0,1,-4,0.0,18,3,-1
CC(C)(C)c1ccc(C(=S)N2CCN(c3ccccc3)CC2)cc1,20,19,58*,3,6,1.7,10,-2,17
